# Assay outcomes from PubChem.
# hgDAF12 agonist = H. glycines DAF-12 receptor agonists, primary screen, cell-based, luminescence, HEK293, GAL4 fusion, UAS-luciferase | HEK293 GAL4-hgDAF12 UAS-luciferase reporter, agonist luminescence; normalized to butyrate control | actives 1.8% (n = 370,000) | activation, % at 6.8 µM;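 active = activation above a cutoff set at the mean of all screened compounds plus 3 SD, cut at about 10% in these data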;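 note: 0% = DMSO wells and 100% = sodium butyrate wells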
# NR1D1 modulator = modulators of Rev-erb alpha DNA binding, primary screen, biochemical, FITC-DNA, fluorescence polarization, uHTS; Rev-erbα–FITC-DNA binding, 90 min; activity, % at 10 µM; actives 0.79% (n = 370,000);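 active = activity above about 14%, limit read from the data; passing the limit was not always enough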;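 note: 0% = DMSO wells with 35 nM protein and 100% = DMSO wells with 750 nM protein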
# ADAM17 inh = ADAM17 inhibitors, primary screen, biochemical, QFRET; recombinant ADAM17, EDANS/DABCYL FRET peptide cleavage; actives 0.83% (n = 370,000); inhibition, % at 6.95 µM;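 active = inhibition above the mean of compounds lying between control limits plus 3 SD, set per campaign, cut at about 8.5% in these data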;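 note: 0% = DMSO-only wells as the low control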
# Target sequence (P78536 215-824 limits assumed): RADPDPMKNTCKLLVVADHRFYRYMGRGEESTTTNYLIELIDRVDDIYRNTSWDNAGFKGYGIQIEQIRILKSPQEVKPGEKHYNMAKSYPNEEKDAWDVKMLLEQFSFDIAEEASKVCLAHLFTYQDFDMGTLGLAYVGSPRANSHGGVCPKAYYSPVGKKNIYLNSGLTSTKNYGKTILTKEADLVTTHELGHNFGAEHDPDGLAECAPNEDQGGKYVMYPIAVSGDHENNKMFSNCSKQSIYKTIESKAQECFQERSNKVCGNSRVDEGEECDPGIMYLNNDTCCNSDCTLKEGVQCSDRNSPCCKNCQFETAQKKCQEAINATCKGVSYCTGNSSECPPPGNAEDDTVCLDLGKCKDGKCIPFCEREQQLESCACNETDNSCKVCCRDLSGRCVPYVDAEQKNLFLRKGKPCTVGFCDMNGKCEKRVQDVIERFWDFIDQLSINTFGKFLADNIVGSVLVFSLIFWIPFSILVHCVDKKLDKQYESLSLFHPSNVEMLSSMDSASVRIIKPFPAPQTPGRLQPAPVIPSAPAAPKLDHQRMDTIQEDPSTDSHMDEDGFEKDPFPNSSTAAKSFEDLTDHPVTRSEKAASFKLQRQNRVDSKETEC
# DAX1 inh-1 = DAX1 (NR0B1) inhibitors, primary screen, cell-based, HEK293, Gal4-DAX1, luciferase luminescence; Nuclear receptor subfamily 0 group B member 1 (Homo sapiens), P51843; AID 504766, 2011; HEK293 Gal4-DAX1 luciferase reporter; actives 0.99% (n = 340,000); inhibition, % at 6.75 µM;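 active = inhibition above the mean over all tested compounds plus 3 SD, cut at about 4.2% in these data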;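 note: 0% = DAX1-transfected cells with DMSO and 100% = empty-vector control cells with DMSO; inhibition shows as a rise in luminescence from relieved DAX1 repression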
# DAX1 inh-2 = DAX1 (NR0B1) inhibitors on StAR promoter, primary screen, cell-based, luminescence, SF-1 (NR5A1), full-length DAX-1 | HEK293T StAR-luciferase reporter, SF-1/DAX-1 repression relief | inhibition, % at 6.8 µM | actives 1.1% (n = 370,000) | AID 652010, 2013;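 active = inhibition above the mean over all tested compounds plus 3 SD, cut at about 3.6% in these data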;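 note: 0% = DAX-1 cells with DMSO and 100% = cells lacking DAX-1 with DMSO; higher inhibition means more luminescence from relief of DAX-1 repression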
# ssDAF-12 act = S. stercoralis DAF-12 nuclear receptor activators, primary screen, cell-based, luminescence, HEK293, GRIP1 co-expression, lit1-tk-luc; actives 1% (n = 370,000); activation, % at 6.8 µM; HEK293 ssDAF-12/GRIP1 lit1-tk-luc reporter; % of 3 µM dafachronic acid response; AID 652126, 2013; Nuclear hormone receptor DAF-12 (Strongyloides stercoralis);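 active = activation above the mean over all tested compounds plus 3 SD, cut at about 0.9% in these data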;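 note: 0% = DMSO-only wells and 100% = 3 µM delta7-dafachronic acid wells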
# PLC-gamma1 inh = PLC-gamma1 enzyme inhibitors, primary screen, biochemical, fluorescence, purified enzyme. actives 0.84% (n = 370,000). AID 720700, 2013. 1-phosphatidylinositol 4,5-bisphosphate phosphodiesterase gamma-1 (Homo sapiens), P19174. fluorogenic substrate. inhibition, % at 12.2 µM; in the data active = inhibition above about 9.5%
# SMARCA2 act = SMARCA2 (BRM) function activators, primary screen, cell-based, luminescence, high throughput; MG213 cells, MMTV-luciferase reporter, dexamethasone, overnight; activation, % at 9.1 µM; actives 1% (n = 370,000); in the data active = activation above about 7.8%;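 note: 0% = vehicle wells and 100% = reference activator wells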
# MBD2 DNA inh = inhibitors of MBD2 binding to methylated DNA, primary screen, biochemical, TR-FRET, DNA-binding domain, human; Methyl-CpG-binding domain protein 2 (Homo sapiens), Q9UBB5; MBD2 binding to methylated oligonucleotide; inhibition, % at 4.4 µM; actives 0.31% (n = 370,000); AID 686964, 2013; in the data active = inhibition above about 13%
# Target sequence (Q9UBB5 whole entry, looked up, the tested form may be a part): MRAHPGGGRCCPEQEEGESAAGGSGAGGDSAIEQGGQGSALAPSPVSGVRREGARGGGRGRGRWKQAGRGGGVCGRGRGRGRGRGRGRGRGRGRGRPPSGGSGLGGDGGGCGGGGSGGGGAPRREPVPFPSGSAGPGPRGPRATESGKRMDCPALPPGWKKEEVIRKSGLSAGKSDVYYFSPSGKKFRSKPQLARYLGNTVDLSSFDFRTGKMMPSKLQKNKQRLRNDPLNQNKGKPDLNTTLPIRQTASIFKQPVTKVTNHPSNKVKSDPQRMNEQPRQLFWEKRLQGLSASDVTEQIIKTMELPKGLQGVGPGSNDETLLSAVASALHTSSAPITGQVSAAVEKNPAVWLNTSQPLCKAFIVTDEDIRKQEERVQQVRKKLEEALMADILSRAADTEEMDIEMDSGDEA
# hcDAF12 agonist = H. contortus DAF-12 nuclear receptor activators, primary screen, cell-based, luminescence, HEK293, lit1-tk-luc reporter. actives 1.4% (n = 370,000). AID 652067, 2013. HEK293 hcDAF-12 lit1-tk-luc reporter; 0% DMSO, 100% Δ7-dafachronic acid. activation, % at 6.8 µM;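 active = activation above the mean of all tested compounds plus 3 SD, cut at about 5.5% in these data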;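 note: 100% = response to 3 µM Δ7-dafachronic acid high control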
# PLCb3 inh = human PLC-beta3 inhibitors, primary screen, biochemical, fluorescence; inhibition, % at 12.2 µM; Purified PLC-beta3, fluorogenic substrate; 1-phosphatidylinositol 4,5-bisphosphate phosphodiesterase beta-3 (Homo sapiens), Q01970; actives 0.18% (n = 370,000); in the data active = inhibition above about 11%;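 note: 0% = median of compound wells on plate and 100% = full blocker control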
# * = called active by the depositor; . = no result given.
# A first look (4 entries):
SMILES,hgDAF12 agonist,NR1D1 modulator,ADAM17 inh,DAX1 inh-1,DAX1 inh-2,ssDAF-12 act,PLC-gamma1 inh,SMARCA2 act,MBD2 DNA inh,hcDAF12 agonist,PLCb3 inh
CCC(C)c1ccc(NC(=S)NCCn2cc(Br)cn2)cc1 (stereo unspecified),-0.4,2,4,-0.8,-0.3,-0.5,0,-2,3,-0.2,0
Cc1nc(-c2cccnc2)sc1C(=O)Nc1ccc(F)cc1F,-0.2,0,0,0.2,-0.1,-1.3,8,-1,-3,-1.4,9
COc1ccc2oc(C(=O)OC(C)C(=O)N3C(C)CCCC3C)c(C)c2c1 (stereo unspecified),-0.1,-6,-100,-0.3,0.0,-1.2,-87,-2,5,-1.4,-123
CC(C(=O)NCc1ccccc1)N1C(=O)c2ccccc2C1=O (stereo unspecified),7.1,-1,-1,1.0,-0.4,-0.3,-2,2,-1,2.9,-8

# This part in full, from the start:
SMILES,hgDAF12 agonist,NR1D1 modulator,ADAM17 inh,DAX1 inh-1,DAX1 inh-2,ssDAF-12 act,PLC-gamma1 inh,SMARCA2 act,MBD2 DNA inh,hcDAF12 agonist,PLCb3 inh
CCC(C)c1ccc(NC(=S)NCCn2cc(Br)cn2)cc1 (stereo unspecified),-0.4,2,4,-0.8,-0.3,-0.5,0,-2,3,-0.2,0
Cc1nc(-c2cccnc2)sc1C(=O)Nc1ccc(F)cc1F,-0.2,0,0,0.2,-0.1,-1.3,8,-1,-3,-1.4,9
COc1ccc2oc(C(=O)OC(C)C(=O)N3C(C)CCCC3C)c(C)c2c1 (stereo unspecified),-0.1,-6,-100,-0.3,0.0,-1.2,-87,-2,5,-1.4,-123
CC(C(=O)NCc1ccccc1)N1C(=O)c2ccccc2C1=O (stereo unspecified),7.1,-1,-1,1.0,-0.4,-0.3,-2,2,-1,2.9,-8
COc1ccc(NC(=O)CN2CCN(Cc3ccc4c(c3)OCO4)CC2)cc1OC,-1.1,2,-3,-0.3,0.2,-1.7,0,-2,3,-0.2,0
CCn1c(SCC(=O)NCc2ccc3c(c2)OCO3)nnc1-c1cccs1,1.4,-1,0,-0.1,-0.9,-1.3,1,4,-2,-1.3,7
COc1ccc(S(=O)(=O)N(CCc2ccccc2)CC(=O)NC(C)C)cc1,-1.5,5,-2,0.5,0.4,-1.2,11*,-4,0,-0.3,2
Cn1c(=O)[nH]c(=O)c2c1nc(Br)n2CCSc1nc2ccccc2o1,-1.3,4,-2,-0.4,-0.3,-0.4,1,0,-4,-1.2,3
Cc1nc2ccc(NC(=O)NCCCO)cc2s1,2.7,-2,-23,-1.6,0.6,-0.4,-20,3,-7,0.2,-20
Cn1cc(CN2CCCC(CO)(Cc3ccccc3)C2)c2ccccc21 (stereo unspecified),0.8,0,-2,4.9*,0.4,-1.1,2,1,2,-1.9,4
COc1ccc(NC(=O)CSCC(=O)Nc2ccc(S(=O)(=O)N3CCOCC3)cc2)cc1,0.5,0,-1,-0.7,-0.7,-1.2,1,-2,2,1.1,-7
Cc1cccn2c(CNC3CCCc4ccccc43)c(C(=O)N3CCCCC3)nc12 (stereo unspecified),1.1,4,-3,0.2,-1.1,-1.5,1,-2,-6,-2.1,-2
NC(Cc1ccc(F)cc1)c1csc(NC(=O)NC(c2ccccc2)c2ccccc2)n1 (stereo unspecified),-0.9,1,8.8*,.,0.5,-0.9,6,2,0,-1.3,9
Cc1ccsc1/C=C1\Oc2cc(OCC(=O)c3ccccc3)ccc2C1=O,1.0,-19,-1,0.1,-0.7,-0.5,-50,-2,3,3.7,-47
COc1ccc(S(=O)(=O)NCc2cccnc2)cc1OC,3.1,0,-3,3.0,-0.2,0.6,0,-2,4,1.7,-7
CCC[C@H]1[C@@H](NCC2CCCCC2)CC[C@@]23CCCN2C(=O)CCC[C@@H]13,3.1,2,2,.,.,-1.6,5,.,-2,-0.5,2
CCCCNC(=S)Nc1ccc([N+](=O)[O-])cc1,2.4,-3,4,-1.2,-0.4,-1.4,-1,-2,1,-2.4,3
CCc1nnc(NC(=O)CSc2nnc(CNC(=O)c3cc(OC)c(OC)c(OC)c3)o2)s1,1.4,-7,-1,1.1,-0.3,-1.9,5,-1,-4,0.3,3
O=c1c2[nH]c3ccccc3c2ncn1Cc1cccnc1,2.1,-6,-4,-0.6,0.1,-0.6,1,0,2,0.5,4
Cc1cc(C)c(-c2c(O)c3c(n(C)c2=O)CC(C)(C)CC3=O)c(C)c1,-1.8,1,4,1.8,0.2,-1.6,4,-2,5,-3.7,2
O=C1NC(c2ccc(Br)cc2)Oc2ccccc21 (stereo unspecified),-1.2,-4,-13,0.0,0.4,-1.2,-6,2,0,-2.2,-11
Cn1c(=O)c2c(ncn2CC(=O)OCC(=O)Nc2ccccc2Cl)n(C)c1=O,-1.5,-2,-3,0.4,0.7,-1.2,1,-3,1,-2.7,2
Cn1c(Cc2ccccc2)nnc1SCC(=O)NC1CCCCC1,1.6,-3,-3,0.9,-0.1,-0.3,0,1,0,0.3,0
CCC(CO)NCc1ccc(OCC(O)c2ccccc2)c(OC)c1 (stereo unspecified),0.4,-3,-1,0.2,-0.3,0.1,1,-2,6,-1.1,-8
FC(F)(F)c1cc(CCN2CCNC[C@@H]2Cc2ccccc2)cc(C(F)(F)F)c1,-0.1,1,-5,-0.1,-0.3,-1.6,2,0,-2,-0.7,2
COC(=O)[C@]12CCCCC=C1N(Cc1ccco1)C(=O)[C@H](CC(=O)NCc1ccc(OC)c(OC)c1)C2,0.5,0,-6,.,-1.3,-1.1,-1,-2,1,-2.5,0
CCOC(=O)c1csc(NC(C)=O)n1,0.0,-5,0,1.8,-0.2,-1.7,0,1,-1,0.5,-5
CCc1nnc(SCC(=O)NC2CC2)n1CC,3.7,1,-1,0.4,-0.1,-0.6,3,0,-4,-0.6,-2
CCCCC(=O)NC(c1ccccc1)c1ccc2cccnc2c1O (stereo unspecified),-12,-3,6,-6.5,-1.9,-2.4,-9,-3,-3,-4.7,-14
Cc1ccc(-c2noc(CN(C)C(=O)c3ccoc3C)n2)cc1,3.7,-3,-3,1.4,-0.2,-1.3,3,1,6,-0.5,-8
COC(=O)c1ccc(C2C(C(=O)c3cc4ccccc4o3)=C(O)C(=O)N2CCCN(C)C)cc1 (stereo unspecified),-0.3,0,5,-0.4,0.2,-1.5,-4,-1,-3,2.1,-11
CCOc1ccc(S(=O)(=O)N(CC)CC)cc1NC(=O)c1ccc(N2CCCC2=O)cc1,0.9,4,2,-0.8,0.3,-0.8,-2,-1,0,0.0,-1
COC(=O)CCCNC(=O)OCc1ccc([N+](=O)[O-])cc1,-1.5,-5,-2,0.5,-0.1,-0.9,1,2,-2,-1.9,-1
COc1cc(Br)cc2cc(C(=O)NCC3CCCO3)c(=O)oc12 (stereo unspecified),-0.3,13,0,0.6,-0.7,-1.0,3,-1,0,0.4,0
O=CN1CCN(C(=S)NC(=O)c2ccc(Cl)cc2)CC1,1.4,-3,-1,-0.6,1.1,-1.2,3,-3,1,-1.3,-3
O=C(O)Cc1ccc(C(=O)c2ccccc2F)s1,-0.8,-3,-5,0.3,-0.3,-1.2,-6,-2,1,-0.2,-12
Cc1ccc(C(=O)C(OC(=O)CNC(=O)c2ccc(Cl)cc2)c2ccccc2)cc1 (stereo unspecified),1.5,0,4,-0.3,0.1,-1.8,2,-3,-5,-0.7,2
CCC1CCC(NC(=O)Nc2cccc(OC)c2)CC1 (stereo unspecified),19*,-3,0,2.8,3.2,-0.6,2,7,-2,12*,4
Cc1nn(Cc2cccc(C(=O)NCC(C)C)c2)c(C)c1Br,4.2,-10,0,-0.3,-0.9,-1.4,7,1,0,-0.9,2
Cc1cccc(C)c1NC(=O)Cn1c(=O)n(CCCC(=O)NCc2ccco2)c(=O)c2sccc21,0.7,0,-4,-0.8,-1.0,-1.3,3,0,3,-2.0,6
COc1ccc(/C=N/Nc2cc(C)nc(N3CCOCC3)n2)c(OC)c1,1.1,0,-3,-1.3,-0.1,-0.6,-6,-2,1,-0.1,-5
COc1ccc(-n2c(COc3ccccc3)nnc2SCC(=O)Nc2ccccc2-c2ccccc2)cc1,-0.8,-4,11*,.,-1.1,-1.8,5,-5,-9,-3.4,5
Cc1ccc(S(=O)(=O)NC(=O)C2(C)CCN2C(=O)CCc2ccc(Cl)cc2Cl)cc1 (stereo unspecified),1.8,-5,-3,.,0.0,-1.2,-4,0,1,-0.8,-7
Fc1ccc(C2CCCN2Cc2nc(Cc3ccccc3F)no2)cc1 (stereo unspecified),-1.6,1,-2,2.6,-1.0,-1.1,0,-1,-4,-0.2,3
CCSC1=C(C#N)C(c2ccc(OC)c(OC)c2)CC(=O)N1 (stereo unspecified),0.3,8,-1,-1.1,-0.2,-1.4,4,1,3,-0.9,4
COc1ccc2[nH]c3c(Cl)ncnc3c2c1,-2.8,6,-4,-2.2,0.1,-0.8,-24,0,12,0.6,-26
CCN(CC)C(=O)CN(c1cc(Cl)ccc1OC)S(=O)(=O)c1ccc(C)c([N+](=O)[O-])c1,0.9,0,5,-1.4,-0.6,-1.2,5,-3,-2,-1.7,1
CCCCCCCCNS(=O)(=O)CCNCc1ccccc1,-0.3,1,-5,0.0,-0.3,-0.4,0,-2,1,-1.6,-1
COc1ccc(N=Cc2c(O)c3ccccc3n2C(C)=O)cc1,-0.3,18,-51,-0.5,0.5,-0.9,-151,0,3,2.1,-181
O=C1CC(c2ccccc2)CC(O)=C1C=Nc1ccc(Cl)cc1 (stereo unspecified),1.0,0,0,1.8,-0.6,-1.3,-3,1,-4,1.4,-3
COc1ccc(OC)c(NC(=O)Nc2nc(C(C)N)cs2)c1 (stereo unspecified),1.3,-2,-2,.,1.6,-1.1,9,-7,1,0.9,3
N#Cc1ccccc1S(=O)(=O)N1CCN(Cc2c(O)ccc3ccccc23)CC1,2.5,3,-12,0.1,-0.6,-0.6,3,-4,1,1.3,-8
CCCCCCCCN1CCS(=O)(=O)N(Cc2ccc(C)cc2)C(C(=O)OC)C1 (stereo unspecified),0.2,1,2,.,-0.3,-0.8,-3,-2,4,-0.9,-1
CC[C@@H](C)[C@@H]1CN([C@@H](C)CN2CCC[C@H]2CN2C(N)=NC[C@H]2CC(C)C)C(=N)N1CCc1ccc(Cl)c(Cl)c1,0.8,5,-3,0.2,-0.3,-1.5,6,0,1,-1.2,-11
CCN(CC)c1ccc(/C=C(/C#N)c2nc3ccc(C)cc3[nH]2)c(OC(C)C)c1,4.1,.,4,-1.8,-1.2,-2.0,-149,0,-4,-2.5,-152
